Bcl-xL primary: Bcl-xL (human) inhibition; Q07817; GST-Bcl-xL / FITC-Bim BH3 peptide fluorescence polarization; inhibition, % at 10.9 µM; hit rate 0.7% among 320,000;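 active means inhibition above the mean of all tested compounds plus 3 SD, cutoff set per campaign, cut at about 30% in these data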;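 further: 0% = DMSO wells and 100% = unlabeled Bim-BH3 peptide competitor; inhibitors lower millipolarization by displacing the labeled peptide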
MEX-5 binding: C. elegans MEX-5 TCR-2 RNA binding activity | Q9XUB2 | MEX-5/FITC-TCR2 RNA binding, fluorescence polarization; active compounds read low | activity score (negative = inhibition of binding), % at 10 µM | hit rate 0.38% among 300,000 | AID 1832;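 active means inhibition past about -25% in most replicates, and total fluorescence under double the plate's negative control median, limit read from the data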;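 further: 0% = DMSO and -100% = 5 µM competing unlabeled TCR2 RNA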
Target sequence (Q9XUB2 whole entry, looked up): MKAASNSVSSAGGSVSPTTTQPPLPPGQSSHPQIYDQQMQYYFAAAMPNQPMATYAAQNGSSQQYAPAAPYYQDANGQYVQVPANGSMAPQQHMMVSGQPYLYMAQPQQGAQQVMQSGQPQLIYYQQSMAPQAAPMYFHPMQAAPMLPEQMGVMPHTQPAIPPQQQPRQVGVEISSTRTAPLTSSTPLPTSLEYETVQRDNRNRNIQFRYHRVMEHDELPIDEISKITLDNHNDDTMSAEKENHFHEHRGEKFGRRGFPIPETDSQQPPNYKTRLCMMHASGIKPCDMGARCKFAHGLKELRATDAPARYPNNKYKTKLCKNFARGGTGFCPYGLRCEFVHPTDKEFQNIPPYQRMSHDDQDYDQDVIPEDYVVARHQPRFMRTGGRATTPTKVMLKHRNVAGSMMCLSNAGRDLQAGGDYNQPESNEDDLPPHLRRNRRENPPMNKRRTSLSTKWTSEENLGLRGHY
PAFAH1B2 FP inh: inhibitors of human PAFAH1B2; inhibition, % at 3.39 µM; hit rate 1.2% among 340,000; AID 492953; P68402; recombinant PAFAH1B2, FP-rhodamine activity probe, fluorescence polarization;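 active means inhibition above the mean of all tested compounds plus 3 SD, cut at about 24% in these data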;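 further: 0% = enzyme with DMSO and 100% = wells lacking PAFAH1B2; many of its hits are not listed in these tables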
AHR activator: activates the human aryl hydrocarbon receptor | P35869 | AHR-responsive luciferase reporter cells, luminescence | hit rate 2.5% among 320,000 | activation, % at 5 µM; in the data active means activation above about 47%;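 further: 0% = vehicle wells and 100% = reference agonist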
GLD-1 TGE inh: GLD-1-TGE RNA interaction inhibition (C. elegans); Q17339; purified GLD-1 + fluorescein TGE RNA, fluorescence polarization; inhibition, % at 5.96 µM; hit rate 0.44% among 320,000;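 active means percent inhibition above a per-plate cutoff, the plate mean of test compounds plus 3 SD, cut at about 30% in these data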;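 further: 0% = DMSO wells with GLD-1 and probe and 100% = wells lacking GLD-1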
Target sequence (Q17339 whole entry, looked up): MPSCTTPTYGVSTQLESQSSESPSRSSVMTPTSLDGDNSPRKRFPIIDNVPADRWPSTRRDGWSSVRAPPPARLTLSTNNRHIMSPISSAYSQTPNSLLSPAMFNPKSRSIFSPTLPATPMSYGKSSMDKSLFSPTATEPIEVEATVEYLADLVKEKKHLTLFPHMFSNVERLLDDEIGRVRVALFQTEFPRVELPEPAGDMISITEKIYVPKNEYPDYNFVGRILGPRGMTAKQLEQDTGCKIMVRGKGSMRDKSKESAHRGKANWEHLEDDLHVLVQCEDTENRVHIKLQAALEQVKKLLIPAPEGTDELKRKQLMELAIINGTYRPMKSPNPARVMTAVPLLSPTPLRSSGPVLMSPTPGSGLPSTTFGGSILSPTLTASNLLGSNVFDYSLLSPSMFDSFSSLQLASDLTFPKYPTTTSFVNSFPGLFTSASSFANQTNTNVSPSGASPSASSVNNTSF
pPAFAH FP inh: pPAFAH (human) enzyme inhibition | recombinant pPAFAH, FP-rhodamine probe fluorescence polarization | hit rate 1.5% among 330,000 | AID 463082 | Q13093 | inhibition, % at 3.39 µM;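 active means inhibition above the mean inhibition across the screen plus 3 SD, cut at about 25% in these data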;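 further: inhibitors block binding of the rhodamine activity-based probe so polarization drops; 0% = enzyme with DMSO and 100% = wells lacking pPAFAH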
PME-1 primary: PME-1 (human) inhibition | Q9Y570 | recombinant PME-1, FP-Rh probe fluorescence polarization | inhibition, % at 5.9 µM | hit rate 0.53% among 320,000;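 active means inhibition above the campaign mean of all compounds plus 3 SD, cut at about 26% in these data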;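 further: competitive labeling of PME-1 active site by serine hydrolase directed probe; 0% = PME-1 with DMSO and 100% = wells lacking PME-1 enzyme; inhibitors block probe labeling so polarization falls and inhibition rises; many of its hits are not listed in these tables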
MCL1 BIM primary: inhibitors of human MCL1 binding to BIM-BH3 peptide | Q07820 | GST-MCL1 / FITC-Bim-BH3 fluorescence polarization | inhibition, % at 10.9 µM | hit rate 0.68% among 320,000;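 active means inhibition above the mean inhibition of all tested compounds plus 3 SD, set per campaign, cut at about 40% in these data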;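 further: 0% = DMSO wells and 100% = unlabeled Bim-BH3 peptide control; higher means more loss of mP so more displacement of Bim peptide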
Fam108B inh: counter-screen for RBBP9 inhibitors: inhibitors of mouse Fam108B; hit rate 0.33% among 300,000; inhibition, % at 9.51 µM; AID 1947; recombinant Fam108B, FP-Rh probe fluorescence polarization;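 active means inhibition above the screen mean inhibition plus 3 SD, computed separately per campaign, cut at about 18% in these data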;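 further: inhibitors lower polarization as less probe binds the enzyme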
* = called active by the depositor; x = no result given. These rows are one share of the data (hit frequency here may not be typical).

Values run as follows: Bcl-xL primary	MEX-5 binding	PAFAH1B2 FP inh	AHR activator	GLD-1 TGE inh	pPAFAH FP inh	PME-1 primary	MCL1 BIM primary	Fam108B inh
1. COc1ccc(N2CCN(CCNS(=O)(=O)c3ccc(C)cc3)CC2)cc1
→ -1.1	2.8	6.9	3.1	6.3	4.5	-3.5	4.3	1.1
2. O=C(Nc1cc(Cl)ccc1Cl)c1ccc(OC(=O)c2ccco2)cc1
→ 10.3	-1.1	-1.6	-6.6	0.9	-1.2	-2.1	2.4	-2.2
3. CC(C)CCN1CCN(CC#Cc2ccccc2)CC1CCO (stereo unspecified)
→ 11.8	-1.2	1.6	1.7	-0.4	2.3	2.2	19.4	1.5
4. O=C(NCC1CCCO1)C1c2ccccc2Oc2ccccc21 (stereo unspecified)
→ 4.0	-1.8	5.0	-0.8	2.0	0.2	1.2	-5.2	-2.1
5. COc1ccc(N2C(=O)C(CC(=O)Nc3ccc(F)cc3)N(CCc3ccc(OC)c(OC)c3)C2=O)cc1 (stereo unspecified)
→ 1.5	2.8	2.6	-2.5	0.5	5.6	-1.4	6.1	-0.6
6. O=C(CN1CCN(S(=O)(=O)c2ccc(F)c(Cl)c2)CC1)N1CCOCC1
→ -8.7	x	-0.2	0.2	-1.4	-2.0	0.0	-3.4	x
7. COc1ccc(Oc2ccc(C(F)(F)F)cc2N)cc1
→ 4.8	1.5	-0.3	2.6	-1.0	7.2	-2.5	0.5	-0.2
8. COc1ccc(C2Nc3ccccc3C(=O)N2c2ccccc2)cc1COc1ccccn1 (stereo unspecified)
→ 0.9	1.1	-2.0	1.1	3.1	8.4	1.7	1.9	6.3
9. O=C(COc1ccccc1Cl)Nc1cnn(Cc2ccccc2)c1
→ 6.4	-2.6	1.6	-3.2	6.4	2.7	-1.6	4.8	4.1
10. Cc1ccc(NC(=O)COC(=O)c2cc(=O)c3ccccc3o2)c(Br)c1
→ x	x	-0.8	-0.1	-2.0	1.5	x	x	x
11. COc1ccc(CNC(=O)CNC(=O)CNS(=O)(=O)c2ccc(C)c(C)c2)cc1
→ 1.6	0.8	7.3	0.7	-5.1	-0.8	2.0	0.3	-1.0
12. Cc1ccc(Cn2ccsc2=NC(=O)COC(=O)c2ccc(O)cc2O)cc1
→ 1.3	-4.3	0.2	-3.2	3.4	10.1	4.8	-11.1	-2.4
13. CCOC(=O)C1CCCN(c2c(N3CCN(c4ccccn4)CC3)c(=O)c2=O)C1 (stereo unspecified)
→ -2.8	x	2.6	0.7	1.2	2.5	-1.3	-0.9	1.8
14. O=C(O)c1cccc2c1C(=O)c1cc(Br)ccc1S2(=O)=O
→ 4.6	x	2.1	-0.2	-0.7	5.0	0.0	-0.4	x
15. FC(F)(F)c1nnc2ccc(N3CCCCCC3)nn12
→ 2.4	x	1.8	-10.2	6.7	4.7	-8.8	-1.7	0.9
16. Oc1ccccc1CN1CCCN(Cc2ccccc2O)C1
→ -0.5	0.0	2.0	3.5	6.0	-2.7	-2.9	-5.6	-2.6
17. COc1ccc(CCN(C(=O)C(F)(F)F)C(C(=O)NC2CCCCC2)c2cccs2)cc1 (stereo unspecified)
→ 6.6	0.1	0.9	-1.5	2.3	-0.6	-5.8	-4.6	-0.6
18. O=C(Cc1ccc(Cl)cc1)NCCCNC(=O)c1cccnc1
→ 2.7	2.3	0.8	1.5	8.9	-3.1	-2.9	3.9	1.6
19. O=C(O)c1oc2ccccc2c1-n1cccc1
→ 3.6	-0.4	8.3	-1.1	3.8	-3.2	-8.7	6.3	0.9
20. COc1ccc(F)cc1C(=O)C1CCCN(Cc2cn(C)c3ccccc23)C1 (stereo unspecified)
→ 2.4	0.7	-8.3	5.4	10.7	2.9	0.4	-4.0	0.3
21. O=C(CSc1nc2ccccc2c(=O)n1-c1ccccc1)N1CCCc2ccccc21
→ 1.9	1.2	-2.0	1.5	1.6	2.1	2.1	-3.8	-5.3
22. COc1ccc(C)cc1S(=O)(=O)NNc1nc(C)cc(C)n1
→ x	x	3.9	1.5	-0.2	0.2	x	x	x
23. Nc1nc(SCc2ccccc2Cl)nc2nc3c(cc12)CCCC3
→ -2.5	-1.5	0.1	9.0	0.1	3.8	-5.0	0.1	-1.4
24. O=C(COC(=O)Cc1c[nH]c2ccccc12)NC1CCCCC1
→ 0.9	1.9	5.9	9.5	-1.5	6.7	6.2	-3.6	2.6
25. Cc1nn(-c2ccccc2)c2[nH]c(C(F)(F)F)cc(=O)c12
→ -1.0	0.8	7.4	80.4*	-6.1	4.4	0.2	4.3	-1.5
26. CCN(CC)C(=O)Cn1cc(C(=O)C(=O)NCCCn2ccnc2)c2ccccc21
→ 1.7	0.1	3.3	4.0	-0.1	-2.3	0.1	-2.2	-6.4
27. Cc1nc2cc(Cl)ccc2n1-c1ccccc1
→ 7.2	3.4	5.8	1.6	4.5	24.9*	4.9	10.6	2.4
28. Clc1ncn(CCOc2ccccc2)c1Cl
→ 2.2	-0.8	3.5	3.5	-2.9	3.2	1.9	0.9	1.6
29. CCOc1ccc2[nH]c3c(NCC(C)C)ncnc3c2c1
→ 3.8	-0.7	6.4	100.2*	9.1	9.1	14.7	-9.8	8.4
30. COC(=O)c1cc(OC)c(OC)cc1NC(=S)N1CCN(Cc2ccccc2)CC1
→ 4.9	1.6	-2.0	0.0	-4.5	0.4	-9.8	3.1	-6.4
31. COc1cccc(Cn2c(Oc3cccc(C)c3)nc3c2c(=O)n(C)c(=O)n3C)c1
→ 5.4	0.8	1.9	8.6	1.4	7.2	-1.3	-1.2	-1.7
32. CC1CCc2c(nc3sc4c(c3c2N)CCCC4)C1 (stereo unspecified)
→ 6.5	-4.2	4.9	15.8	13.8	11.2	-6.7	6.9	5.1
33. COc1ccccc1OCCOc1ccc(/C=N/n2cnnc2)cc1
→ 6.6	-1.4	3.0	15.8	1.1	2.8	4.7	2.9	-1.0
34. Cc1ccc(NC(=O)c2ccc([N+](=O)[O-])cc2Cl)nc1
→ 4.0	1.4	1.6	3.3	-1.2	0.9	2.9	5.8	-0.5
35. O=C(NOC(=O)c1cc(Br)ccc1Cl)c1cccs1
→ 3.4	0.8	1.4	1.8	2.1	1.6	-1.4	4.1	2.7
36. C=CCNC(=S)/N=c1/ccccn1Cc1ccccc1
→ 12.1	-2.0	5.0	1.7	-4.9	2.3	0.3	11.0	4.9
37. Cc1c(C(=O)N2CCc3ccccc3C2)sc2nc(-c3ccccc3)cn12
→ 1.5	2.2	-1.9	3.4	6.3	5.9	-6.7	-5.9	-1.9
38. O=C(COc1cccc([N+](=O)[O-])c1)N/N=C/c1ccco1
→ 7.8	1.6	1.2	5.3	4.7	6.2	-0.1	8.2	-1.0
39. COc1cc(C)ccc1S(=O)(=O)N1CCCCCC1
→ 0.4	-1.9	2.8	1.1	-1.1	1.4	-1.3	-8.2	1.3
40. COC(=O)c1sc(C(C)(C)C)cc1CSc1ccccc1
→ 2.1	-0.3	8.8	-2.1	5.1	-1.3	-3.8	9.8	3.1
41. CCOC(=O)C1=C(C)C(c2ccc(OC)cc2)NC(=S)N1 (stereo unspecified)
→ -0.6	-0.9	11.5	-0.2	11.9	0.7	-4.9	2.3	4.5
42. Cc1ccc(S(=O)(=O)/N=S(\C)CC2CC2(Cl)Cl)cc1 (stereo unspecified)
→ 9.2	-0.9	6.4	-1.3	2.3	-1.0	-1.1	8.0	-0.3
43. Cc1ccc(NC(=O)C2CCN(S(=O)(=O)c3ccc(N4CCCC4=O)cc3)CC2)cc1Cl
→ -2.5	0.1	-1.8	1.9	4.8	2.0	-12.9	-4.7	-7.8
44. c1ccc(OCc2nn3c(-c4ccncc4)nnc3s2)cc1
→ -17.2	-2.2	3.6	15.3	4.0	0.8	-4.1	-1.1	-1.9
45. O=C(O)c1[nH]c2ccc([N+](=O)[O-])cc2c1-c1ccccc1
→ 9.9	-10.8	-1.4	2.4	6.2	13.2	-5.0	3.2	-1.2
46. COc1ccc(CN(C(=O)Cn2nnc(-c3ccc(C)o3)n2)C(C(=O)NCC2CCCO2)c2ccco2)cc1 (stereo unspecified)
→ 2.8	0.0	-4.6	2.1	1.4	3.7	2.6	-3.7	-2.5
47. CCOC(=O)c1nn(-c2ccc(Cl)cc2)cc1O
→ 0.1	-1.5	0.7	3.2	-5.3	-2.5	-14.7	-0.2	0.9
48. COc1ccc(CC(=O)NCc2nnc(SCC(=O)Nc3ccccc3)n2C)cc1
→ 8.1	-2.9	2.5	-1.0	13.5	-0.7	6.5	2.8	1.3
49. CN(c1ccc(OC(=O)c2ccc(-n3cncn3)c([N+](=O)[O-])c2)cc1)S(=O)(=O)c1ccccc1
→ -0.8	x	2.8	0.9	3.6	8.8	-2.4	-11.5	x
50. C=CC[C@@H](CC(=O)N(CCO)Cc1ccccc1)C(=O)N[C@H](COC(=O)[C@@H](CC=C)Cc1ccc(F)cc1)c1ccccc1
→ x	x	-0.6	1.2	4.6	16.5	x	x	x

Additional results:
Values run as follows: Bcl-xL primary	MEX-5 binding	PAFAH1B2 FP inh	AHR activator	GLD-1 TGE inh	pPAFAH FP inh	PME-1 primary	MCL1 BIM primary	Fam108B inh
51. COc1ccccc1C(=O)NNC(=O)C1CCN(C(=O)OC(C)(C)C)CC1
→ 1.4	0.6	-1.4	12.1	5.4	0.5	-1.7	4.5	3.6
52. O=C(COC(=O)/C=C/c1ccccc1)NC1CCCC1
→ x	x	6.1	0.8	2.1	9.4	x	x	x
53. COC(=O)C(C(=O)Nc1ccc(OC)cc1)C1CCCCCC1 (stereo unspecified)
→ 8.0	2.7	2.1	0.0	7.5	2.5	0.3	12.8	3.2
54. Clc1ccc2c(N/N=C/c3ccc(Br)cc3)ccnc2c1
→ -1.4	1.2	0.3	22.9	8.6	-2.7	11.1	-0.9	0.3
55. O=C(CCNC(=O)c1ccc(Br)o1)NCc1ccccc1Cl
→ 1.0	0.6	3.3	-0.8	-1.3	4.2	-0.5	0.2	-2.7
56. Cc1ccc2nc(N(CCCN(C)C)C(=O)CCc3ccccc3)sc2c1
→ 4.7	1.1	2.1	-1.5	-1.6	3.0	5.8	-5.0	-2.5
57. O=C(Nc1cccnc1)c1cccc(NC(=O)c2ccco2)c1
→ 6.5	-2.9	4.3	26.3	-0.4	5.2	-1.8	6.8	0.8
58. O=C(c1cc(C2CC2)nn1-c1ccccc1)N1CCN(c2ccccc2O)CC1
→ x	x	4.6	11.9	5.0	5.4	x	x	x
59. CCn1c(=O)c(C(=O)CN2CCCc3ccccc32)c(N)n(Cc2ccccc2)c1=O
→ 5.1	1.7	3.4	13.4	0.4	9.4	4.5	7.1	10.3
60. CCC(C)C(=O)Nc1nc(-c2ccc3c(c2)NC(=O)CO3)cs1 (stereo unspecified)
→ 6.2	-0.3	0.3	7.4	6.5	11.3	0.0	9.7	-3.4
61. Cn1cccc1CC(=O)N/N=C\c1ccccc1
→ 3.7	1.9	x	0.8	-0.6	0.2	-0.1	2.1	-1.4

Filtered by structure: the compounds so far containing a COOH group
Values run as follows: Bcl-xL primary	MEX-5 binding	PAFAH1B2 FP inh	AHR activator	GLD-1 TGE inh	pPAFAH FP inh	PME-1 primary	MCL1 BIM primary	Fam108B inh
14. O=C(O)c1cccc2c1C(=O)c1cc(Br)ccc1S2(=O)=O
→ 4.6	x	2.1	-0.2	-0.7	5.0	0.0	-0.4	x
19. O=C(O)c1oc2ccccc2c1-n1cccc1
→ 3.6	-0.4	8.3	-1.1	3.8	-3.2	-8.7	6.3	0.9
45. O=C(O)c1[nH]c2ccc([N+](=O)[O-])cc2c1-c1ccccc1
→ 9.9	-10.8	-1.4	2.4	6.2	13.2	-5.0	3.2	-1.2

Screening results: PubChem, several laboratories
